GSIS activator: GLuc luminescence reporter in INS-1E cells, primary screen for activators of glucose-dependent secretion of insulin | 0.61% of 370,000 active | activation, % at 16.6 µM | INS-1E GLuc reporter insulin secretion, 2-3 h | AID 743287, 2014;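 active = lowest replicate activation of at least 40%, so every replicate reaches that level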;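 also: 0% = median of neutral control wells and 100% = median of IBMX positive control wells; some compounds called inactive have numbers as strong as hits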
PglD DTNB: C. jejuni PglD acetyltransferase inhibitors, primary screen, biochemical, DTNB colorimetric, single point | UDP-N-acetylbacillosamine N-acetyltransferase PglD (Campylobacter jejuni) | purified PglD enzyme, DTNB colorimetric CoA detection | inhibition, % at 12.5 µM | 0.098% of 360,000 active | AID 602405, 2012; in the data active = inhibition above about 16%, passing the limit was not always enough; inconclusive = no clear call, values can overlap the other calls; also: strong numbers were not always called active
C2C12 statin: suppressors of statin myotoxicity in C2C12 myotubes, primary screen, cell-based, single point, plate reader; C2C12 myotubes + simvastatin, ATP luminescence, 48 h; scaled: DMSO 0, geranylgeraniol control 100; rescue of ATP level, % at 7.49 µM; 0.78% of 330,000 active;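 active = mean ATP rescue above about 67%, or every replicate alone reaching that limit, limit read from the data, passing the limit was not always enough; inconclusive = no clear call, values can overlap the other calls; inactive = mean under the limit and some replicate under it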;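 also: myotubes were challenged with 10 µM simvastatin during compound exposure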
LGR2 antag: inhibitors of bursicon-induced LGR2 CRE-luciferase signal, primary screen, cell-based, HEK293, CRE-luciferase reporter, bursicon stimulation. bursicon-stimulated, 4 h. inhibition, % at 9.99 µM. 0.35% of 380,000 active;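 active = drop in luminescence signal, shown as inhibition above about 50% in the replicate tests, limit read from the data, passing the limit was not always enough; inconclusive = probably only some replicates passing the limit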;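 also: agonist challenge used bursicon conditioned medium at about half maximal strength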
PAX8 reporter: inhibitors of PAX8-driven TPO luciferase reporter, primary screen, RMG-I cells, single concentration; 1.2% of 360,000 active; SteadyGlo, 24 h; AID 652154, 2013; inhibition, % at 12.6 µM;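 active = mean replicate inhibition at least 60% with every replicate also reaching 60%; inconclusive = only one of the two criteria is met; inactive = mean below 60% and not all replicates reaching 60%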;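 also: luciferase light reporting Pax8 driven TPO promoter activity; plate controls were median of neutral control wells for no effect and mitoxantrone controls for full effect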
Cneo AK release: Cryptococcus neoformans cell lysis inducers, primary screen, AK release luminescence, single concentration. C. neoformans lysis, adenylate kinase release luminescence, 4 h; normalised: neutral wells 0, clomiphene wells 100. lysis activity, % at 15 µM. 0.2% of 360,000 active;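 active = mean lysis activity across replicates of at least 80%, whatever share of replicates individually reach that level; inactive = mean lysis activity below 80%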
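Test system: log-phase Cryptococcus neoformans yeast cells. Input: 5 × 10^6 yeast cells/mL. Medium: fresh YPD growth medium. Doses: single dose. Incubation: static 4 h at 37 °C with compound, 1 h detection. Measured by: luminescent adenylate kinase detection reagent. Read-out: signal increase indicating cell lysis. Benchmarks: Clomiphene.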
ARNT-TACC3 inh: disruptors of ARNT/TACC3 protein interaction, primary screen, biochemical, AlphaScreen, single concentration | Transforming acidic coiled-coil-containing protein 3 (Homo sapiens), Q9Y6A5 | AlphaScreen His-ARNT PAS-B/GST-TACC3 binding, luminescence; TACC3 fragment carries E629A point mutation | inhibition, % at 9.99 µM | 0.66% of 390,000 active | AID 623870, 2012;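 active = mean inhibition of replicates at least 50% and at least half of replicates each reaching 50%; inconclusive = half or more replicates reach 50% but mean below 50%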;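 also: 0% = complete ARNT plus TACC3 wells and 100% = ARNT alone without TACC3; many hits fall short of the cut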
PGC1a acetyl inh: inhibitors of PGC1a acetylation signal, primary screen, cell-based, U2OS, AlphaScreen, inhibitor mode; AlphaScreen anti-acetyl-lysine; with virally co-expressed GCN5 acetyltransferase; inhibition, % at 15.6 µM; 0.17% of 350,000 active;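 active = every replicate shows inhibition of at least 40%; inconclusive = mean inhibition at least 40% but some replicate below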;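 also: 0% = neutral control wells and 100% = positive control wells; some results beyond the cut were filed as inactive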
An asterisk follows results filed as active; u = inconclusive; x = not tested or not shown; & = joins results of further samples.

Every second line gives: PAX8 reporter	PglD DTNB	ARNT-TACC3 inh	PGC1a acetyl inh	GSIS activator	LGR2 antag	Cneo AK release	C2C12 statin
1	CCOC(=O)c1ccc(Nc2ncnc3c2cnn3C)cc1
  x	-1	1	-10	4	1	-3	8
2	C[C@@H]1CN([C@H](C)CO)C(=O)c2cc(NC(=O)CCCN(C)C)ccc2O[C@@H]1CN(C)Cc1ccc(C(F)(F)F)cc1
  -15	0	-4	1	11	21	5	23
3	CO[C@@H]1CN(C)C(=O)c2cc(NC(=O)C3CC3)ccc2OC[C@@H](C)N(CC2CCOCC2)C[C@H]1C
  -4	1	x	6	5	3	-10	4
4	CCN(C(=O)COC(=O)c1c(NC(C)=O)sc(C)c1C)c1c(N)n(Cc2ccccc2)c(=O)[nH]c1=O
  -4	4	x	2	19	0	-1	5
5	CN(c1ccccc1)S(=O)(=O)c1ccc(NC(=O)c2ccccc2)cc1
  -18	x	-3	x	-26	-10	x	x
6	O=C(C[C@H]1CC[C@H](NC(=O)CC2CC2)[C@H](CO)O1)NCc1ccccc1
  -22	x	x	-9	3	-2	x	x
7	CC(C)(C)N(Cc1ccccc1)C(=O)COC(=O)/C=C/c1ccc2c(c1)OCO2
  0	-7	8	-1	5	1	0	1
8	O=C(COc1ccc2c3c(c(=O)oc2c1)CCC3)NCc1ccncc1
  -17	4	-1	0	-14	-14	5	5
9	CC(NC(=O)Nc1ccc(O)cc1)(C(F)(F)F)C(F)(F)F
  x	4	24	12	x	x	9	-1
10	Cc1nn(CC(=O)Nc2ccc(Br)cc2F)c(=O)c2cccn12
  2	-3	-2	-9	6	-10	-1	-9
11	CCCC#Cc1ccc2c(c1)O[C@H](CN(C)CCC)[C@H](C)CN([C@@H](C)CO)S2(=O)=O
  x	2	23	-15	1	2	103*	-65
12	O=C1CCCN1CCC1CCCCN1Cc1nc(-c2cnccn2)no1 (stereo not drawn)
  17	1	-2	14	19	3	0	-4
13	COc1cc(CN2CCCC(N3CCN(c4ccccc4C)CC3)C2)cc(Cl)c1O (stereo not drawn)
  -1	-5	10	-7	-8	6	5	5
14	C=CCn1c(SCC(=O)NC2CC2)nc2sc(CC)cc2c1=O
  -15	x	-4	x	7	7	x	x
15	CCN=C(NCC)SC1CC(=O)N(c2cccc(OC)c2)C1=O (stereo not drawn)
  x	-3	-8	-4	x	x	0	11
16	COc1ccc(-n2c(CNC(=O)c3ccc(S(=O)(=O)N4CCCC4)cc3)n[nH]c2=S)cc1
  x	0	-1	8	x	x	-10	7
17	OC[C@@H]1[C@@H](c2ccc(C#CC3(O)CCCC3)cc2)[C@H]2CN(Cc3ccncc3)CCCCN12
  -9	-6	-2	0	-1	-6	-1	x
18	O=C(CSc1nc(=O)n2cc(Cl)ccc2n1)Nc1ccc2c(c1)OCO2
  -16	x	-4	x	-4	6	x	x
19	CN(C)CC(=O)N1[C@H](C#N)[C@@H](c2ccc(-c3ccc(C(=O)N(C)C)cc3)cc2)[C@@H]1CO
  -15	-3	13	6	-4	-19	0	-2
20	COc1ccc(O)c(-c2cn[nH]c2-c2cccs2)c1
  -10	-106	-1	2	34	x	1	7
21	Cc1nn(C)cc1/C=C1\CCC/C(=C\c2cn(C)nc2C)C1=O
  x	-2	3	-3	x	x	-5	-12
22	CN(C(=O)c1ccc(NC(=O)Cc2cccc(NC(=O)C3CCN(C(=O)C4CCCCC4)CC3)c2)cc1)C1CC1
  -138	1	-1	-7	9	7	-1	11
23	C[C@H]1CN([C@@H](C)CO)C(=O)CCCn2cc(nn2)CO[C@@H]1CN(C)C(=O)Nc1cccc(Oc2ccccn2)c1
  -20&3&3	9&-2	-1	14&-13&-2	0&-4	-7&14	-6&-3	0&-12&-6
24	CCCCNc1c([N+](=O)[O-])cc(C)cc1[N+](=O)[O-]
  x	-1	-4	8	5	4	0	1
25	O=C(CCn1c(=O)oc2ccccc21)Nc1ccon1
  x	-5	2	-7	x	x	0	-1
26	Cc1ccc2[nH]cc(C(=O)CN3CCN(C)CC3)c2c1
  x	1	-2	-6	10	x	2	13
27	COc1ccc2oc(C(=O)OCc3nnc(-c4ccccc4)o3)c(C)c2c1
  -13	x	x	x	1	4	x	-20
28	Cc1cccc(-c2csc(NC(=O)c3cnccn3)c2C(=O)OC(C)C)c1
  13	-4	-2	9	x	x	0	10
29	CC(=O)c1ccc(S(=O)(=O)Nc2ccc(-c3ccc4nncn4n3)cc2)cc1
  11	-1	-1	x	6	-8	6	13
30	Cc1cc2ncn(CCCCOc3ccccc3)c2cc1C
  -11	3	3	-10	x	x	12	2
31	Cc1cc(-c2ccc(S(=O)(=O)Nc3ccc(C#N)cc3)s2)on1
  -6	-5	-3	2	4	-8	9	-14
32	O=C(Nc1ccccc1)NC1CCN(Cc2c(F)cccc2Cl)CC1
  1	-9	-8	5	6	8	-4	-20
33	CN1CCN(/C=N/C2=C(C#N)C(c3ccccc3)C3=C(CC(C)(C)CC3=O)O2)CC1 (stereo not drawn)
  -10	3	-16	1	x	x	1	9
34	CNC[C@H]1Oc2ncc(C#Cc3ccccc3F)cc2C(=O)N([C@H](C)CO)C[C@H]1C
  -8	x	x	6	17	3	x	-12
35	Cc1cc(C)cc(C(=O)NCC(=O)OCc2c(C)noc2C)c1
  -12	3	0	-2	20	14	-2	x
36	COc1ccc(CNC(=O)C2(CC3CC(c4ccccc4)=NO3)CCN(C(=O)Cc3ccc(F)cc3)CC2)cc1 (stereo not drawn)
  9	2	1	x	-31	11	1	-2
37	CN(C)C(=O)c1ccc(-c2ccc3c(c2)[C@H]2[C@H](CCN2C(=O)C2CCCCC2)[C@H](CO)N3C)cc1
  -29	x	x	-11	-38	5	x	x
38	Cc1ccc(S(=O)(=O)Nc2ccc3c(c2)C(=O)N([C@H](C)CO)C[C@@H](C)[C@@H](CN(C)Cc2ccc(C(=O)O)cc2)OCCCC[C@@H](C)O3)cc1
  -7	-6	-6	-9	6	-23	-8	x
39	O=S1(=O)CCN(C(CO)c2ccccc2)CC1 (stereo not drawn)
  4	x	-4	-5	2	-4	x	x
40	C[C@@H](O)C#Cc1cnc2c(c1)C(=O)N([C@@H](C)CO)C[C@H](C)[C@H](CN(C)C(=O)c1ccccc1F)O2
  x	2	-3	12	20	7	54	2
41	O=C(Nc1ccc(NC(=O)c2ccco2)nc1)c1cccc(F)c1
  -134	-2	14	3	23	-71	0	1
42	COC(=O)c1cc(C)nc(N)c1C#N
  x	2	0	1	25	5	1	x
43	O=C(Cn1cc(C(F)(F)F)ccc1=O)NCc1ccc(F)cc1
  -85	-9	-2	3	-5	-21	3	-8
44	CCCCOCCCN1CC(=O)N2[C@@H](Cc3c([nH]c4ccccc34)C2(C)C)C1=O
  16	5	1	0	-6	5	-3	17
45	CCc1nc2ccc(C(=O)NCc3ccc(OC)cc3)cn2c1N(CC)Cc1cccc(Br)c1
  8	-1	x	2	-14	5	-2	-6
46	CCCNC(=O)N(C)C[C@@H]1Oc2ncc(-c3ccc(C(=O)N(C)C)cc3)cc2C(=O)N([C@H](C)CO)C[C@H]1C
  x	1	-4	0	2	2	-2	7
47	O=C1C2C3C=CC(C3)C2C(=O)N1/N=C/c1cn(Cc2ccc(F)cc2)c2ccccc12 (stereo not drawn)
  -9	1	x	9	x	x	1	31
48	COC(=O)c1cc(Br)c(=O)n(-c2ccccc2OC)c1
  x	0	-4	x	x	x	-1	0
49	O=C(CNC(=O)c1ccccc1Br)N/N=C/c1ccco1
  -21	2	6	x	13	11	5	2
50	O=C(O)C1C2CCC(C2)C1C(=O)NCCc1ccc(F)cc1 (stereo not drawn)
  -26	-1	-3	13	x	-6	1	-1

Additional entries
Every second line gives: PAX8 reporter	PglD DTNB	ARNT-TACC3 inh	PGC1a acetyl inh	GSIS activator	LGR2 antag	Cneo AK release	C2C12 statin
51	CC(C)C#Cc1cnc2c(c1)C(=O)N([C@@H](C)CO)C[C@@H](C)[C@@H](CN(C)C(=O)CN1CCOCC1)O2
  x	-3	3	u	2	-3	-1	-8
52	OC(c1ccc(Cl)cc1Cl)C(Cc1cccnc1)n1cncn1 (stereo not drawn)
  15	-16	-1	-59	x	x	-1	5
53	CC1(C)CC(=NO)CC(C)(C)N1
  6	-8	1	4	x	x	2	-5
54	COc1cccc2c3c(c(C)nc12)CCN3c1ccccc1
  21	x	-12	1	15	3	x	x
55	COc1ccc(OCCCCc2c(C)n[nH]c2C)cc1
  -44	0	-10	x	-22	-3	4	4
56	Cc1cccn2cc(-c3ccc(S(=O)(=O)N4CCOCC4)cc3)nc12
  x	-6	1	x	x	x	1	-6
57	COc1ccc(NC(=O)C(NCC(C)C)c2ccccc2)cc1Cl (stereo not drawn)
  1	x	-9	-6	-8	6	x	3
58	C[C@H](CO)N1C[C@H](C)[C@H](CN(C)Cc2cccnc2)Oc2cc(-c3ccncc3)ccc2S1(=O)=O
  x	-1	1	0	0	4	3	-22
59	COc1ccc(C(=O)NNC(=O)Cc2nc3nc(C)cc(C)n3n2)cc1
  -4	0	2	-18	2	0	-1	5
60	CCCC#Cc1cnc2c(c1)C(=O)N([C@H](C)CO)C[C@@H](C)[C@H](CN(C)C(=O)Nc1ccccc1F)O2
  x	0	1	4	-9	13	16	23
61	CCN(CC)c1ccc(C=C(c2nnnn2-c2ccccc2)c2nnnn2-c2ccccc2)cc1
  18	-2	-25	x	-27	15	-1	x
62	CC1(C)Cc2c(sc3c2c(=O)n(-c2cccc(Cl)c2)c(=O)n3CC(N)=O)CO1
  -6	3	-1	10	-14	6	-3	x
63	O=Cc1ccc(N2CCCCCC2)cc1
  x	-3	-6	8	x	x	5	1
64	C[C@@H]1CN([C@@H](C)CO)C(=O)c2cc(-c3ccncc3)cnc2O[C@H]1CN(C)Cc1cccnc1
  x	1	-2	-1	9	5	-1	-5
65	CCC(C)Nc1nc(Cl)nc(NCCOc2ccccc2)n1 (stereo not drawn)
  9	-6	-20	-1	1	-31	-1	-3

Source: PubChem BioAssay (Broad Institute)

Compounds were not picked by outcome; 2.9% or so of the library scored in one or more.
